# Bioassay records as filed in PubChem BioAssay.
# 12-hLO inh: blocks human 12-lipoxygenase activity | AID 1452 | P18054 | Potency, µM (titrated, usually from 57.1 µM), inactives show at the top dose activity change, negative = inhibition, usual class: inhibitors | 0.12% of 150,000 active | purified 12-hLO, xylenol orange hydroperoxide absorbance; further: potency means the concentration at half of the fitted maximal effect; nearly all actives have a fitted effect of over 55% in size; many of its hits are not listed in these tables
# Target sequence (P18054 whole entry, looked up): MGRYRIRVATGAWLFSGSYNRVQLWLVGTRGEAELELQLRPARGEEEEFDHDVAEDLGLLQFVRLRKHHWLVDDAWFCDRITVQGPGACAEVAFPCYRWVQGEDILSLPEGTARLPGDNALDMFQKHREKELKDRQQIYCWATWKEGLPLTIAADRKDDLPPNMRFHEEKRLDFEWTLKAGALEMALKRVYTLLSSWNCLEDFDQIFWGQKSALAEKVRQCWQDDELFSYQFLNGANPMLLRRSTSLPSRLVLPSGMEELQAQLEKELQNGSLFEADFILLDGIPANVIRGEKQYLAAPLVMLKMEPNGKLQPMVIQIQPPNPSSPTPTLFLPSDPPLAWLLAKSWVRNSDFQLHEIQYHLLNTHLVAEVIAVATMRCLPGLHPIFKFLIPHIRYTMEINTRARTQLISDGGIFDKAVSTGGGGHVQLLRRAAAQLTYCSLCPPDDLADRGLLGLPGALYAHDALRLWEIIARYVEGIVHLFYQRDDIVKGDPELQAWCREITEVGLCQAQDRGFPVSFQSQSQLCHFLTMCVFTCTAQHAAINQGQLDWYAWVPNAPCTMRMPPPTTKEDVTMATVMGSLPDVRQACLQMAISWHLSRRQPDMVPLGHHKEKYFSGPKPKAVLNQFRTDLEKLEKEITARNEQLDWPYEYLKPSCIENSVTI
#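 Purified human 12hLO (150 nM final) was preincubated with compounds for 15 min at room temperature in 25 mM Hepes pH 7.0, 0.01% Triton X-100, then reacted with 40 uM arachidonic acid for 30 min. Hydroperoxide was detected with ferrous iron/xylenol orange.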
# IMPase inh: IMPase inhibition in cells; CHO-M1 cells, IP1 accumulation, HTRF TR-FRET ratio; 120,000 tested, under 10 active; inhibition (IP1 accumulation), % at 46.1 µM; AID 901; P97697; active means well fitted curve in the direction sought with a large enough effect in the signal ratio, not every such curve was filed as active; inconclusive means small, poorly fitted or top-dose-only effect, or a change in a side signal; inactive means no such curve, though single readings can be large or run the other way; the % refers to the signal ratio;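 further: cells stimulated with carbachol in lithium chloride buffer; plate controls were DMSO basal wells for no effect and reference inhibitor wells for full effect; higher means more IMPase inhibition seen as more IP1 and lower FRET ratio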
# Target sequence (P97697 whole entry, looked up): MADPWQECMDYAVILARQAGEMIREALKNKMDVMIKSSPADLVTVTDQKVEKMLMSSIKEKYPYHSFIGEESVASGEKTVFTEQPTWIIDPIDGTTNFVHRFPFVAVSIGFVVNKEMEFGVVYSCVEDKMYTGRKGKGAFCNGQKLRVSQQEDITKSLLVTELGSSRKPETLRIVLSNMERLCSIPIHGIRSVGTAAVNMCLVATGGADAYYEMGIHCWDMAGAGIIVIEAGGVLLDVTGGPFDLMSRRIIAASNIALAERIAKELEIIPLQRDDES
#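 In this qHTS, compounds (final up to 46 uM) act on CHO-M1 cells that are then activated through the M1 receptor with carbachol, in pH 7.4 buffer containing 50 mM LiCl, for 30 min. IP1 accumulation is quantified by the IP-One immunoassay.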
# PNC inhibitor: perinucleolar compartment assembly inhibition. AID 2417. 3.1% of 140,000 active. PC3M PTB-GFP, PNC prevalence imaging, 16 h; active compounds read low. activity change (PNC), negative = inhibition, % at 10 µM;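 active means readout at or below -70, meaning at least 70% loss of cells showing the perinucleolar compartment, a nuclear body marking cancer cells; inconclusive means readout between -30 and a set limit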;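 further: plate controls were DMSO wells for no effect and camptothecin positive control wells for full effect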
#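 PC3M cells stably expressing PTB-GFP, 750–1000 cells/well, treated 16 h at 37 °C with compound (23 nl of library stock), in duplicate. After paraformaldehyde fixation and Hoechst stain, imaged at 20x; PNC prevalence scored by image analysis.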
# ALOX15B inhib: inhibitors of human 15-lipoxygenase 2 (ALOX15B); O15296; purified 15hLO-2, xylenol orange hydroperoxide absorbance; Potency, µM (titrated, usually from 57.1 µM), for inactives: at the top dose activity change, negative = inhibition, hits mostly inhibitors; 0.56% of 110,000 active; AID 881; further: potency means the concentration at half of the fitted maximal effect; nearly all actives have a fitted effect of over 60% in size; many of its hits are not listed in these tables
#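 Purified human 15hLO-2 (50 nM final) preincubated with compounds 15 min at room temperature in 25 mM Hepes pH 7.5, 0.01% Triton X-100, then 45 uM arachidonic acid added for 90 min; hydroperoxide detected via ferrous/xylenol orange, 573/405 nm absorbance ratio.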
# The depositor's hits bear a star; u = inconclusive; x = not tested or not shown; [ ] = another dose, or the depositor's remark. Unless noted, the call rests on the fitted dose curve; in most records, active means well fitted curve in the direction sought with a large enough effect; inconclusive means small, poorly fitted or top-dose-only effect, or another doubt; inactive means no such curve, though single readings can be large; an effect the other way counts as inactive or inconclusive. Unless noted, on the % scale 0 is the no-effect control and ±100 the full control effect. Only part of the results is shown; count on the stated rates, not on these rows.
SMILES,12-hLO inh,IMPase inh,PNC inhibitor,ALOX15B inhib
O=C(Nc1nc2ccccc2s1)c1ccc(Cl)s1,5%,4,29,4%
CCOc1cc(S(=O)(=O)N2CCCCCC2)ccc1F,0%,10,0,7%
Cn1c(CC(=O)NC(C)(C)CO)c(Sc2ccccc2)c2ccccc21,2%,x,34,x
Cc1ccc(-c2csc(NC(=O)C3=NN(c4ccccc4)C(=O)CC3)n2)cc1,-4%,x,37,x
COc1cc2c(cc1OC)C(C)N(C(=O)c1cc3c(=O)oc4ccc(C)cc4c3s1)CC2 (stereo unspecified),-5%,x,-23,x
Cn1c(SCc2c(F)cccc2Cl)nnc1-c1cnccn1,-10%,4,23,9%
O=C(c1cc2nc(-c3ccccc3)cc(-c3ccccc3)n2n1)N1CCN(C(=O)c2ccco2)CC1,4%,14,u,0%
Cc1ccccc1Cn1c(Cc2ccccc2)nc2ccccc21,2%,11,u,u
Cc1[nH]c(=O)c(C(=O)/C=C/c2ccccc2F)c2c1CCCC2,2%,4,-21,-3%
CN(C)CCn1c(CO)nc2c1c(=O)n(C)c(=O)n2C,-1%[11.4 µM],x,x,-3%[11.4 µM]
N#Cc1cc([N+](=O)[O-])cnc1NCC(O)CO (stereo unspecified),2%,6,95,-9%
N#CCCCN1C(=O)C(O)(CC(=O)c2ccc3c(c2)OCCO3)c2ccccc21 (stereo unspecified),1%,2,-3,-3%
O=C(C1=NNCC1c1ccccc1)C1CO1 (stereo unspecified),4%,x,u,x
COC(=O)C1=CN(C(C)C)C=C(C(=O)OC)C1c1cccc(OC)c1,-6%,0,13,3%
CCCS(=O)(=O)N1CCCC(C(=O)NCc2ccco2)C1 (stereo unspecified),-4%,-2,-12,3%
CCOC(=O)CSc1nnc(CSc2nc3sc4c(c3c(=O)[nH]2)CCC4)n1C,-4%,10,-7,-15%
COc1cc2c(cc1NCc1ccc3c(c1)OCO3)oc1ccccc12,-4%,x,u,x
CC(C)CCN1CC(C(=O)NC(C)C)CC1=O (stereo unspecified),3%,-12,u,4%
Cc1nn2c(-c3ccccc3)nnc2c2ccccc12,2%,3,2,1%
O=C(CNC(=S)N(Cc1ccccc1)Cc1cccnc1)NC1CCCCC1,-4%,x,-20,x
CCOC(=O)c1c(C)[nH]c(C)c1C(=O)COC(=O)c1ccc(Cl)c(S(N)(=O)=O)c1,-10%,0,-21,-7%
CC1=C(C(=O)OCC2CCCO2)C(c2ccccc2Cl)NC(=O)N1 (stereo unspecified),-1%,-5,-4,x
CCn1c(SCc2cccc(C(F)(F)F)c2)nnc1-c1ccco1,-3%,-2,u,x
Cc1nc(Cl)sc1C(=O)O,-4%,-1,u,5%

# Part of the list above in a different format.
12-hLO inh	IMPase inh	PNC inhibitor	ALOX15B inhib	Compound
5%	4	29	4%	O=C(Nc1nc2ccccc2s1)c1ccc(Cl)s1
0%	10	0	7%	CCOc1cc(S(=O)(=O)N2CCCCCC2)ccc1F
2%	x	34	x	Cn1c(CC(=O)NC(C)(C)CO)c(Sc2ccccc2)c2ccccc21
-4%	x	37	x	Cc1ccc(-c2csc(NC(=O)C3=NN(c4ccccc4)C(=O)CC3)n2)cc1
-5%	x	-23	x	COc1cc2c(cc1OC)C(C)N(C(=O)c1cc3c(=O)oc4ccc(C)cc4c3s1)CC2 (stereo unspecified)
-10%	4	23	9%	Cn1c(SCc2c(F)cccc2Cl)nnc1-c1cnccn1
4%	14	u	0%	O=C(c1cc2nc(-c3ccccc3)cc(-c3ccccc3)n2n1)N1CCN(C(=O)c2ccco2)CC1
2%	11	u	u	Cc1ccccc1Cn1c(Cc2ccccc2)nc2ccccc21
2%	4	-21	-3%	Cc1[nH]c(=O)c(C(=O)/C=C/c2ccccc2F)c2c1CCCC2
-1%[11.4 µM]	x	x	-3%[11.4 µM]	CN(C)CCn1c(CO)nc2c1c(=O)n(C)c(=O)n2C
2%	6	95	-9%	N#Cc1cc([N+](=O)[O-])cnc1NCC(O)CO (stereo unspecified)
1%	2	-3	-3%	N#CCCCN1C(=O)C(O)(CC(=O)c2ccc3c(c2)OCCO3)c2ccccc21 (stereo unspecified)
4%	x	u	x	O=C(C1=NNCC1c1ccccc1)C1CO1 (stereo unspecified)
-6%	0	13	3%	COC(=O)C1=CN(C(C)C)C=C(C(=O)OC)C1c1cccc(OC)c1
-4%	-2	-12	3%	CCCS(=O)(=O)N1CCCC(C(=O)NCc2ccco2)C1 (stereo unspecified)
-4%	10	-7	-15%	CCOC(=O)CSc1nnc(CSc2nc3sc4c(c3c(=O)[nH]2)CCC4)n1C
-4%	x	u	x	COc1cc2c(cc1NCc1ccc3c(c1)OCO3)oc1ccccc12

# The listing continues.
SMILES,12-hLO inh,IMPase inh,PNC inhibitor,ALOX15B inhib
CCC(C)NC(=O)c1cc(-c2ccccc2O)on1 (stereo unspecified),-2%,2,-15,-5%
O=C(COC(=O)C1(c2ccc(Cl)cc2)CCCC1)Nc1ncc(C(F)(F)F)cc1Cl,0%,6,15,x
O=C(Nc1nccs1)c1cc(S(=O)(=O)N2CCCCC2)ccc1Cl,-1%,-12,16,7%
Cc1ccc(-n2nc(C)c(/C=N/NC(=O)c3cccnc3)c2Cl)cc1,-15%,x,u,x
CCn1c(=S)[nH]c2nc3c(cc2c1=O)CCCC3,1%,-15,58,-1%
CC(C)(C)N1NC(=O)Nc2ccccc2C1=O,4%,7,12,1%
Cc1noc(C)c1CSc1ncnc2sc3c(c12)CCCCC3,-1%,x,u,x
CCOC(=O)N1CC=C2C(C#N)=C(N)C(C#N)(C#N)[C@H](c3ccc(OCC)c(OCC)c3)[C@H]2C1,-10%,4,20,-13%
Cc1cc(Oc2ccccc2)nc(SCC(N)=O)n1,-2%,2,u,-5%
CC(=O)c1cccc(S(=O)(=O)N(Cc2cc3cc4c(cc3[nH]c2=O)OCCO4)CC2CCCO2)c1 (stereo unspecified),-4%,-11,-18,-11%
CCS(=O)(=O)N1CCC(C(=O)NCc2cccnc2)CC1,-4%,2,-4,-3%
CCc1ccc(N2CC(C(=O)NC3=NCCS3)CC2=O)cc1 (stereo unspecified),1%,11,10,2%
Cc1nc2cc(NC(=O)CCS(=O)(=O)c3ccccc3)ccc2s1,-3%,-9,12,x
COc1ccc(S(=O)(=O)Nc2cccc(S(=O)(=O)N3CCCCCC3)c2)cc1,-6%,-1,18,x
O=C(NNc1ccc([N+](=O)[O-])cc1)C1CC1c1ccccc1 (stereo unspecified),-4%,x,23,x
O=C(O)c1cc(-c2cccnc2)nn1-c1ccccn1,-2%,3,26,-4%
CCCC(=O)N1c2ccccc2C(=C2SC(C(=O)OC)=C(C(=O)OC)S2)C(=S)C1(C)C,5%,-1,23,x
COC(=O)c1ccc2c(c1)N(Cc1ccccc1F)C(=O)c1ccccc1S2=O (stereo unspecified),1%,7,u,x
CCOC(=O)c1sc(NC(=O)CSc2nnnn2-c2ccc(C)c(C)c2)nc1C,-2%,-2,18,-25%
Cc1cccc(OCc2nnc(SCC(=O)N(C(C)C)C(C)C)n2Cc2ccco2)c1C,-6%,-3,u,-9%
CCCOc1cc(C)nc(-c2ccccc2O)n1,-10%,u,-19,19%
CC(=O)c1c(N)[nH]c(-c2ccccc2)nc1=S,u,6,u,u
O=c1ccc(Oc2nc(N3CCOCC3)nc(N3CCOCC3)n2)n[nH]1,0%,1,70,-1%
CCOc1ccc2[nH]c(S(=O)(=O)CC)nc2c1Cl,-9%,u,0,-10%
COc1ccc(C(=O)N/C(=C\c2cn(C)c3ccccc23)C(=O)OCC(C)C)cc1,3%,x,u,x
CCCS(=O)(=O)N1CCCC(C(=O)N2CCOCC2)C1 (stereo unspecified),-10%,1,22,4%
Cn1cnnc1SCC(=O)NCCC(c1ccccc1)c1ccccc1,7%,-5,-3,0%
O=C1CC(N2CCN(C3CC(=O)N(CCc4ccccc4)C3=O)CC2)C(=O)N1CCc1ccccc1 (stereo unspecified),-1%,-10,-27,2%
CCOC(=O)C1(C/C(C)=N/NC(N)=O)CC(C)OC1=O (stereo unspecified),-3%,x,7,x
CCCNC(=O)CSc1nnc(-c2ccco2)n1C,-2%,-9,16,6%
CCOCCCNC(=O)C1CCN(c2cc(C)nc3c(-c4ccc(OC)c(OC)c4)c(C)nn23)CC1,-3%,-3,-4,-8%
Clc1ncnc2c1oc1ccccc12,-3%,1[1.84 µM],-17,5%[11.4 µM]
Cn1c(SCC(=O)c2ccc(F)cc2)nnc1-c1ccccc1N,-5%,3,9,7%
CCOC(=O)Nc1ccc2c(CN3CCN(S(=O)(=O)c4ccccc4)CC3)cc(=O)oc2c1,8%,22,-29,x
Nc1ncnc2c1ncn2C1OC(COP(=O)(O)O)C(O)C1O (stereo unspecified),0%,x,x,-12%
Cc1cccc(NC(=S)NCCO)c1C,5%,x,12,x
CCOC(=O)c1sc(NC(=O)CCCCCN2C(=O)c3cccc4cccc(c34)C2=O)nc1C,4%,1,36,-7%
Clc1ccc(OCCSCc2nc3ccccc3[nH]2)cc1,2%,-2,-8,41%[activator]
COC(=O)c1sc(NC(=O)CSc2nnnn2-c2cccc(OC)c2)nc1C,-1%,-2,31,x
CCN1C(=O)CC(N2CCC(Nc3ccc(OC)cc3)CC2)C1=O (stereo unspecified),0%,19,55,-4%
Cc1sc(NC(=O)C2CCCCC2)c(C#N)c1-c1ccccc1,-1%,2,48,-13%
CCN(CC)CCn1c2ccc(F)cc2c2nc(C)sc21,2%,5,u,15%
COc1cc(C(=O)Nc2nc3ccc4nc(C)sc4c3s2)cc(OC)c1OC,0%,-22,-18,7%
O=C(NCc1ccccc1)c1ccc(-c2ccc(F)cc2)o1,-5%,8,33,5%
C=CCN1CCc2c(cc(O)c(O)c2Br)[C@H](c2ccccc2)C1,-26%,9,x,u
O=c1[nH][nH]c(=O)c2cc(N3CCCC3)ccc12,-1%,-14,-23,-3%
O=C(COC(=O)C1(c2ccc(F)cc2)CCCC1)N1CCN(C(=O)c2ccco2)CC1,-7%,-8,u,-5%
COCCNC(=O)CSc1nc2ccccc2c(=O)n1CC1CCCO1 (stereo unspecified),-4%,4,10,3%
